Screening results from PubChem.
A-T KAP1 phos – candidate therapy for ataxia-telangiectasia | […] A-T fibroblasts, KAP-1 phosphorylation AlphaLISA; neocarzinostatin DNA damage 30 min before lysis | Potency, µM (highest dose often 57.5 µM), for the others: at the highest dose activation, usual class: activators | 320,000 compounds, 0.19% hits; note: potency is the fitted concentration of half-maximal effect; % of control where 0% means no effect; nearly all actives have a fitted effect of over 45% in size
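hTERT-immortalized A-T patient fibroblasts ([…]), 500 cells/well in OPTI-MEM, 1% FBS, got compounds for 60 min, then NCS for 30 min at 37C. Lysates were then assayed for phospho-KAP-1 by AlphaLISA (anti-pKAP1 donor, anti-KAP1 acceptor beads), 6 hr at 25C.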
ELG1 repair inh – blocks ELG1-dependent DNA repair in HEK293T cells | HEK293T ELG1-luciferase reporter, luminescence, 16 h; DNA damage induced by 5-fluorouridine | Potency, µM (titrated, usually from 46.1 µM), for the others: top-dose activity change, negative = inhibition, usual class: inhibitors | 330,000 compounds, 2.3% hits | AID 504467; note: potency is the fitted concentration of half-maximal effect; % is set by controls: 0 for no effect and ±100 for the full control effect; nearly all actives have a fitted effect of over 55% in size
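Step one: seed 2,000 cells per well. Step two: pin-transfer compound or DMSO alongside 5-fluorouridine. Step three: incubate 16 hr, 37 °C, 5% CO2. Step four: add ONE-Glo, wait 30 min, read luminescence.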
Mito fusion yeast – mitochondrial division inhibition or fusion activation | Potency, µM (doses to about 46.1 µM), without a hit: at the highest dose growth rescue (activation), usual class: activators | S. cerevisiae fusion-defective mutant growth rescue, CellTiterGlo 48 h | 320,000 compounds, 0.23% hits;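 note: potency is the fitted concentration of half-maximal effect; % of control where 0% means no effect; nearly all actives have a fitted effect of over 45% in size; temperature-sensitive fusion mutants such as fzo1-1 at 37 °C on non-fermentable ethanol glycerol medium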
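S. cerevisiae fusion-defective temperature-sensitive mutants (e.g. fzo1-1, mgm1-5) grown 48 h at 37C in YPEG (ethanol/glycerol non-fermentable) medium with 23 nl compound per well; growth rescue read as CellTiterGlo luminescence.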
Eya2 phos inh – Eya2 (human) phosphatase inhibition | 330,000 compounds, 0.006% hits | AID 488837 | Potency, µM (series often up to 76.9 µM), inactives show at the highest dose activity, negative = inhibition, usual class: inhibitors | O00167 | recombinant Eya2, OMFP fluorescence dephosphorylation (OMFP is methylfluorescein phosphate); note: potency is the fitted concentration of half-maximal effect; % is set by controls: 0 for no effect and ±100 for the full control effect
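Eya2 protein (added as 0.2 uM solution) was preincubated with compound for 10 min at ambient temperature in 50 mM HEPES pH 7.5, 50 mM NaCl, 5 uM MgCl2, 0.05% BSA, 1 mM DTT. OMFP (added at 50 uM) then reacted 10 min; fluorescence read at 485/525 nm.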
Integrin act MD – integrin-mediated muscular dystrophy alleviation activation; Potency, µM (top dose mostly 38.3 µM), without a hit: at the top dose activation, hits mostly activators; 350,000 compounds, 0.064% hits; alpha7betagal myoblasts, beta-gal FDG fluorescence, 48 h;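 note: potency is the fitted concentration of half-maximal effect; 100% = response of the positive control SU9516; nearly all actives have a fitted effect of over 60% in size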
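Alpha7betagal+/- myoblasts (passage 13) were plated 16-24 hr, then exposed to compounds (1:260 dilution of DMSO stock) for 48 hours at 37C. After MPER lysis, β-galactosidase reporter activity was read as FDG fluorescence (ex 480/em 540) after 30 minutes.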
ASM inhibitor – human S-ASM enzyme inhibition; Potency, µM (doses to about 57.5 µM), without a hit: at the top dose activity change, negative = inhibition, usual class: inhibitors; P17405; 340,000 compounds, 0.006% hits; placental ASM, HMU-PC fluorogenic substrate, 60 min; note: potency is the fitted concentration of half-maximal effect
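Human placenta-derived ASM enzyme was preincubated with compound for 10 minutes at room temperature, then given fluorogenic substrate HMU-PC0 (9 uM final) for 60 minutes at 37 °C; a pH 10 stop preceded fluorescence reading at Ex 386/Em 447 nm.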
Chronic BCR inh – chronic active BCR signaling inhibition; AID 493014; 340,000 compounds, 0.05% hits; ABC-DLBCL IkBa-CBG/CBR reporter, luminescence ratio, 4 h; Potency, µM (titrated, usually from 46.1 µM), for the others: top-dose ratio change, negative = lower green/red ratio, most hits filed as inhibitors; active = well fitted inhibition curve with a large enough effect in the signal ratio, with a control signal flat, not every such curve was filed as active; inconclusive = small, poorly fitted or top-dose-only effect, or effect the other way, or a change in a side signal; the % refers to the signal ratio;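 note: potency is the fitted concentration of half-maximal effect; plate controls were basal doxycycline-induced cells for no effect and cells given 10 µM MG132 for full effect; MG132 reads +100%, hits lower the ratio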
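TMD8 ABC-DLBCL cells carrying doxycycline-inducible green luciferase fused to IkappaBalpha plus unfused red luciferase were exposed to compounds (up to 46 uM) for 4 hrs at 37C. Activity came from the overlap-corrected green/red luminescence ratio.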
Tb PFK inh – inhibitors of T. brucei phosphofructokinase | 330,000 compounds, 0.17% hits | AID 485367 | Potency, µM (doses to about 57.5 µM), for inactives: top-dose activity, negative = inhibition, most hits filed as inhibitors | O15648 | T. brucei PFK, ADP-Glo luminescence;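 note: potency is the fitted concentration of half-maximal effect; 0% = uninhibited 1x PFK enzyme wells and -100% = no-enzyme wells; nearly all actives have a fitted effect of over 60% in size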
Target sequence (O15648 whole entry, looked up): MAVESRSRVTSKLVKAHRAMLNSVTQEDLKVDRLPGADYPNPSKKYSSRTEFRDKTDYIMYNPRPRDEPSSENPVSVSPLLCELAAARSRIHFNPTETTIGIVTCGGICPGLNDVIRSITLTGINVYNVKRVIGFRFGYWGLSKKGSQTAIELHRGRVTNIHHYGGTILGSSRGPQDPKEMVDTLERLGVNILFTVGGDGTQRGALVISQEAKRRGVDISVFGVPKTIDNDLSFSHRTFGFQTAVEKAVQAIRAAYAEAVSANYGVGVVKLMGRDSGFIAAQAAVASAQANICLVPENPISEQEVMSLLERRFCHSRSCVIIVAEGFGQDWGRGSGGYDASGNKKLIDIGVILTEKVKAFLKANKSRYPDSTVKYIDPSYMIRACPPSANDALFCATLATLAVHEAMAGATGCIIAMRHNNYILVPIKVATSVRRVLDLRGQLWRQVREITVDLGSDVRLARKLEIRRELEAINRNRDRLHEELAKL
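Luminescent ADP detection (ADP-Glo, two-step: ATP depletion then ADP-to-ATP conversion for luciferase) reported PFK activity after 45 min room-temperature reaction of 1.25 nM enzyme with 0.5 mM F6P and 0.1 mM ATP at pH 8.0.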
TSHR antag – blocks TSH signaling through the human TSH receptor | AID 504810 | 330,000 compounds, 0.2% hits | TSHR-expressing cells, TSH-stimulated cAMP HTRF, 2 h; active compounds read low | activity change, negative = inhibition, % at 11.5 µM | P16473;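 active = activity change below a set negative limit, meaning inhibition stronger than a set level, cut at about -70% in these data; inconclusive = activity change between two set negative limits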; note: % is set by controls: 0 for no effect and ±100 for the full control effect
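Cell-based HTRF cAMP assay; TSHR cells + compound, TSH EC80 (4nM final), 2 h, 37 deg C. Lysis with anti-cAMP cryptate and cAMP-d2, 30 min RT, read 665/620 nm.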
TCR act – T cell receptor activation; primary human leukocytes, anti-CD3, IL-2 HTRF, 48 h; Potency, µM (top dose mostly 9.22 µM), for inactives: top-dose activation of IL-2 secretion, actives largely listed as activators; 330,000 tested, under 10 active; note: % of control where 0% means no effect
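Compounds are tested in HTS on primary human leukocytes co-incubated with a-CD3 beads for 48 hr. IL-2 output is measured by time-resolved FRET.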
PTAP TSG101 blk – blocks PTAP/TSG101 interaction to inhibit HIV-1 budding | Q99816 | Fluorescence polarization, FITC-PTAP peptide / Tsg101 binding | Potency, µM (doses to about 115 µM), for the others: at the top dose activity change, negative = inhibition, actives largely listed as inhibitors | 340,000 tested, under 10 active | AID 493005; active = well fitted inhibition curve with a large enough effect in the main read-out, with a control signal flat, not every such curve was filed as active; inconclusive = small, poorly fitted or top-dose-only effect, or effect the other way, or a change in a side signal; inactive = no such curve, though single readings can be large or run the other way; note: potency is the fitted concentration of half-maximal effect; % of control where 0% means no effect
Target sequence (Q99816 whole entry, looked up): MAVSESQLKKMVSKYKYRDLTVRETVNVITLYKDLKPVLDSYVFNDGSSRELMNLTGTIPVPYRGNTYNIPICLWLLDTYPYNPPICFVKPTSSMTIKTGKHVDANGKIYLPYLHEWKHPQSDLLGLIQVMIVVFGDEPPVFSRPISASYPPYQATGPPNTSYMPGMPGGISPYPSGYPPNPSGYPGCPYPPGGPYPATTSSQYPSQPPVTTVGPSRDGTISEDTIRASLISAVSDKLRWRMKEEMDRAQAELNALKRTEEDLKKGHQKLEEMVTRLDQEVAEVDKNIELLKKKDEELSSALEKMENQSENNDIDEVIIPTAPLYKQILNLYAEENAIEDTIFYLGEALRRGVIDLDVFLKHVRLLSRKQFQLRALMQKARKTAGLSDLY
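Compounds were pin-transferred onto Tsg101 binding domain (10 uM final) in HEPES pH 7.5 buffer, then FITC-PTAP peptide was added at 50 nM final. After 20 min at RT, polarization reported peptide displacement across a qHTS concentration series.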
* marks the source's active call; other numbers are inactive results; ? = inconclusive; . = not tested or not shown; [ ] = remark or other dose. Unless noted, calls come from the whole dose curve; as a rule, active = well fitted curve in the direction sought with a large enough effect; inconclusive = small, poorly fitted or top-dose-only effect, or another doubt; inactive = no such curve, though single readings can be large; an effect the other way counts as inactive or inconclusive. Rows are unselected, and some 3.2% of all compounds hit somewhere here.

SMILES | A-T KAP1 phos | ELG1 repair inh | Mito fusion yeast | Eya2 phos inh | Integrin act MD | ASM inhibitor | Chronic BCR inh | Tb PFK inh | TSHR antag | TCR act | PTAP TSG101 blk
COCCn1c(SCc2ccccc2)nc2c1c(=O)[nH]c(=O)n2C | 10% | ? | 6% | 7% | 16% | 1% | ? | -1% | -1 | -6% | -3%
CC(C)N(C(=O)[C@H]1CC(CC(=O)NC(C)(C)C)C(=O)N2CCc3c([nH]c4ccccc34)[C@]12C)C(C)C (stereo not given in full) | 16% | -3% | . | -35% | -13% | -7% | 2% | 0% | -1 | 1% | -5%
Cc1ccc(S(=O)(=O)N2CCN(C(=O)COC(=O)c3cc([N+](=O)[O-])ccc3NCCO)CC2)c(C)c1 | 1% | ? | . | -22% | -22% | -14% | 2% | 6% | . | 4% | 0%
Cc1ccc2c(c1)-c1c(cnn1CC(=O)N(Cc1ccco1)C1CCCCC1)CO2 | 10% | -19% | 24% | -18% | -19% | -10% | -20% | -14% | -8 | 4% | -2%
CC(=O)Nc1ccc(C(=O)OCC(=O)Nc2c(F)cccc2F)cc1 | -5% | 3% | -11% | ? | ? | 0% | ? | 0% | 12 | 4% | 0%
COc1cc(/C=N/NC(=O)c2nnn(-c3nonc3N)c2C(C)C)ccc1OCc1ccccc1 | -17% | -29% | -10% | 11% | -49%[inhibitor] | -26% | 20% | -1% | -18 | 1% | -4%
O=C(Nc1ccc(F)cc1F)c1ccc2c(c1)[nH]c(=O)n2Cc1ccc(F)cc1 | 7% | ? | -2% | 4% | -2% | 1% | -9% | -3% | -8 | -5% | -7%
O=C(CSc1nccn1-c1ccccc1)c1ccc(Cl)cc1 | 9% | ? | 1% | -2% | 16% | 2% | 9% | -6% | -13 | 4% | -6%
NNC(=O)c1ccccc1OCc1ccccc1 | 2% | 0% | 1% | -13% | -22% | 3% | ? | -1% | -2 | 14% | -3%
O=C(Nc1ccc2c(c1)OCCO2)C1CCCN(S(=O)(=O)c2cccc3nsnc23)C1 (stereo not given) | 6% | ? | 2% | -18% | -1% | -1% | ? | -2% | -11 | 0% | 1%
COc1cccc(OC)c1OCCNCCO | 3% | 2% | -4% | 8% | 3% | 1% | -3% | -10% | 8 | 1% | -2%
CCOc1ccc(CNn2nnnc2N)cc1 | -4% | -4% | -4% | -4% | -9% | -1% | ? | -1% | -2 | 2% | -1%
CCCS(=O)(=O)N1CCC(C(=O)NCc2cccnc2)CC1 | -7% | 15% | -1% | 2% | -1% | 5% | 1% | 2% | 2 | -4% | -1%
COc1ccc(Cn2c(=S)[nH]c3cc(C(=O)NCCCN4CCOCC4)ccc3c2=O)cc1 | 3% | -2% | 9% | 10% | 10% | -8% | 4% | 0% | 0 | -2% | 2%
COC(=O)[C@@H]1CCCN1C(=O)CCc1nnc(CCC2CCCCC2)o1 | -6% | ? | -3% | -2% | 16% | 1% | ? | 0% | -8 | 0% | -1%
COc1ccc(-c2nc(-c3ccccn3)nc(N3CCN(C)CC3)c2C#N)cc1 | 8% | ? | 12% | 13% | 7% | -2% | -4% | 0% | 7 | . | -8%
Cc1cc(NC(=O)c2ccco2)c(=O)n(Cc2c(F)cccc2Cl)c1 | 2% | -4% | ? | 8% | 28% | -15% | 1% | -2% | 23 | 10% | -4%
COc1cc(C(=O)NC2CCCc3ccccc32)cc(OC)c1OC (stereo not given) | -8% | ? | 8% | -8% | 6% | 1% | 0% | 0% | -6 | -5% | -2%
Cc1nc2ccc(F)cc2cc1C(=O)Nc1cccc(Cl)c1C | -9% | 4% | -1% | -4% | -2% | 1% | 0% | 4% | 6 | 1%[46.1 µM] | 0%
O=C(CCC(=O)N1CCOc2ccc(Cl)cc21)N1CCN(c2ccccn2)CC1 | 6% | -1% | 4% | -4% | 25% | -5% | 11% | ? | 2 | 2% | -2%
COc1ccc(-c2csc(Nc3cccc(C)n3)n2)cc1 | -6% | ? | -1% | 15% | -42%[inhibitor] | -2% | ? | -1% | -1 | 4% | -2%
Cc1ccc2c(Cl)cc(Cl)c(OCC(=O)N3CCOCC3)c2n1 | 0% | 14% | 0% | 7% | 22% | 0% | 0% | -1% | 7 | -3% | 0%
Cc1ccc2nc(/C(C#N)=C/c3ccc(-c4cccc([N+](=O)[O-])c4)o3)[nH]c2c1 | 1% | ? | 12% | 1% | 0% | -10% | ? | 2% | 24 | -3%[46.1 µM] | 5%
COc1ccc(S(=O)(=O)N2CCC(C(=O)N[C@H](C(=O)NC3CCCC3)C(C)C)CC2)cc1 | -1% | -1% | 5% | 9% | -26% | 4% | 0% | 0% | 8 | 6% | -1%
Cc1nnc(SCC(=O)Nc2sc3c(c2C#N)CCCCC3)n1N | 1% | ? | -1% | 1% | 5% | -1% | 2% | -4% | 7 | -1% | -1%
O=C1CSC(c2cn(-c3ccccc3)nc2-c2cc3ccccc3oc2=O)N1Cc1ccco1 (stereo not given) | 7% | 16µM* | 6% | -4% | -11% | 116%[activator] | 1% | 0% | -11 | -5% | 0%
O=C(CSc1n[nH]c(=O)n1-c1cccnc1)Nc1ccccc1 | 8% | 1% | -2% | -1% | ? | 0% | -1% | 1% | 2 | -1% | -3%
Nc1nc(CSc2ncn[nH]2)nc(Nc2ccc(F)cc2)n1 | -3% | ? | 4% | -14% | -8% | 3% | 0% | 9% | -1 | -1% | 1%
Cc1ccc(NC(=O)C(C)N2C(=O)c3ccccc3C2=O)nc1 (stereo not given) | 8% | 9% | -5% | 11% | -2% | 1% | -2% | 0% | 2 | 8% | 1%
Cc1cc(C)cc(OC(C)C(=O)Nc2ccccc2C(=O)NCc2cccnc2)c1 (stereo not given) | 4% | -16% | 13% | -12% | -11% | 2% | -3% | 1% | -8 | 1% | 0%
CC1CCN(C(=S)NC(=O)c2cccs2)CC1 | 3% | -25% | 14% | -5% | -13% | 3% | -17% | -6% | 1 | 2% | -2%
Cc1cc(C)c(NC(=O)CCCC(=O)O)c(Cl)c1 | -3% | 16% | 0% | 1% | 14% | -1% | -27% | -1% | -1 | -1% | -3%
CC(C)OC(=O)NCCOC(=O)Nc1cccc(Cl)c1 | 2% | -8% | -1% | -38% | -34% | -3% | ? | 12% | 26 | 5% | -5%
O=C(CCN1C(=O)c2ccccc2C1=O)C1=NN[C@@H]2C(=O)N(c3ccc(F)cc3)C(=O)[C@H]12 | . | 8% | 0% | 5% | -1% | 1% | 8% | 0% | 18 | 3%[46.1 µM] | 0%
Cc1ccc2oc(C(=O)N(C)Cc3ccc(C)o3)c(C)c2c1 | 20% | ? | 2% | -3% | -42% | -3% | -10% | -15% | -5 | -8% | -3%
CCn1c(COc2ccc(C)cc2)nnc1SCc1ccc(C#N)cc1 | -5% | -10% | -10% | -5% | ? | -1% | 3% | 2% | 6 | 4% | -4%
COc1ccc(N(CC(=O)N/N=C/c2cc3ccc(OC)cc3nc2Cl)S(=O)(=O)c2ccccc2)cc1 | -9% | ? | -1% | -5% | . | . | -2% | 0% | -2 | -4%[46.1 µM] | .
O=C(O)c1cccc(N/N=C(\N=Nc2ccccc2)c2ccccc2)c1 | -7% | ? | 24% | -16% | -10% | 0% | 6% | -11% | 4 | 3% | .
Cc1cccc(N2C(=O)CC(N3CCOCC3)C2=O)c1 (stereo not given) | -2% | 10% | -4% | 15% | -2% | 2% | 4% | -16% | -4 | -4% | -2%
CCOC(=O)N1CCC(NC(=O)CSc2cc(=O)n(CC)c3ccccc23)CC1 | -7% | 25% | 1% | -6% | 1% | 3% | -4% | 3% | -2 | . | -15%
